# TrxR1 inh – blocks rat thioredoxin reductase 1 | recombinant rTrxR1, NADPH fluorescence consumption, selenite substrate | Potency, µM (doses to about 114 µM), without a hit: top-dose activity change, negative = inhibition, most hits filed as inhibitors | 1% of 390,000 active | AID 588453; note: potency is the fitted concentration of half-maximal effect; % is set by controls: 0 for no effect and ±100 for the full control effect; nearly all actives have a fitted effect of over 65% in size
#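 Rat TrxR1 (90 nM in the dispensed reagent) was pre-reduced with 400 uM NADPH for 5 min at room temperature, then incubated with compound for 15 min. After 400 uM selenite was added, NADPH fluorescence (Ex 340/Em 450 nm) was followed for 8 min.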
# USP1 inh – USP1/UAF1 (human) deubiquitinase inhibition. O94782. recombinant USP1/UAF1, Ub-Rhodamine cleavage fluorescence. Potency, µM (series often up to 57.1 µM), inactives show at the top dose activity change, negative = inhibition, actives largely listed as inhibitors. 0.23% of 390,000 active; note: potency is the fitted concentration of half-maximal effect; % is set by controls: 0 for no effect and ±100 for the full control effect; nearly all actives have a fitted effect of over 60% in size; inactives centre near -12
#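 USP1/UAF1 complex at 1 nM was preincubated with compound for 15 min at room temperature, then Ub-Rho substrate (150nM final) was added. Fluorescence (480/540 nm) was read kinetically, 6 reads every 60 seconds.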
# PI4K2A inh – inhibitors of human PI4K2A. purified PI4K2A, ADP-Glo luminescence, 1 h; hits give low values. AID 1346378. activity change, negative = inhibition, % at 76.9 µM. 0.13% of 420,000 active; in the data active = activity change below about -50%; inconclusive = mostly about -30% to -49%;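 note: -100% = wells without enzyme as full effect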
# Target sequence (Q9BTU6 whole entry, looked up): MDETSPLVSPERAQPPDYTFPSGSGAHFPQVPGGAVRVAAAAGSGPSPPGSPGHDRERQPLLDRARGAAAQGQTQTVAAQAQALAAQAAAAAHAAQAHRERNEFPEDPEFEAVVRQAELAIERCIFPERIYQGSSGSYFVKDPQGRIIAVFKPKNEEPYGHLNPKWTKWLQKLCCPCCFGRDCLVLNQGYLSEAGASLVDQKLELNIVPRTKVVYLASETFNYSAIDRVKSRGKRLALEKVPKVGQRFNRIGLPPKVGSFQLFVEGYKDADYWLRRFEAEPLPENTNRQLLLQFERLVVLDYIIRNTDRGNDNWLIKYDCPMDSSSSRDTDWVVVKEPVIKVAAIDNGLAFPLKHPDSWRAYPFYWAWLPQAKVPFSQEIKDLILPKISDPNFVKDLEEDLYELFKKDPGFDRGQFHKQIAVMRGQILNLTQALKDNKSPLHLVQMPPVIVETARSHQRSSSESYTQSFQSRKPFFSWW
#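 Compounds are screened against recombinant PI4K2A using PI as substrate and ATP, the latter dispensed at 300 microM. Reactions run one hour at ambient temperature before ADP-Glo detection; full inhibition defined by wells lacking enzyme.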
# TRHR PAM – allosteric enhancers of human TRH receptor | P34981 | 0.66% of 360,000 active | AID 493056 | enhancement, % at 2 µM | TRHR cells, fluo-8 calcium fluorescence, EC20 TRH enhancement; in the data active = enhancement above about 30%; note: 0% is about no effect
# Target sequence (P34981 whole entry, looked up): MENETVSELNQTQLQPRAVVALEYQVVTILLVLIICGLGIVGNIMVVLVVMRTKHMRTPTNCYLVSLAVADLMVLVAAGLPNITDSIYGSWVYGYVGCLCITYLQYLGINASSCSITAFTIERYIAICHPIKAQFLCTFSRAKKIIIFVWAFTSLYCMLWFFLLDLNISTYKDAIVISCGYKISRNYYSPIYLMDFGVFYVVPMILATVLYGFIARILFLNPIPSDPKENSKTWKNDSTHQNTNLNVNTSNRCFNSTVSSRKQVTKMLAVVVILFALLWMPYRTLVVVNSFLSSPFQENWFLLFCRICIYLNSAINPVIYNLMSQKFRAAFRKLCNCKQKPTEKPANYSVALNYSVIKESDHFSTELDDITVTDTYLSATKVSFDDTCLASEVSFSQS
#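 TRHR-expressing cells loaded with fluo-8 calcium dye were read kinetically (ex 480/em 530) during compound addition, then stimulated with an EC20 of TRH (10 nM final). Enhancement of the Gq-mediated intracellular calcium response was scored.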
# TRHR agonist – agonists of human TRH receptor. TRHR cells, calcium flux fluo-8, FDSS agonist mode. 0.18% of 360,000 active. activation, % at 2 µM; in the data active = activation above about 30%; note: 0% is about no effect
#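 TRHR-expressing cells loaded with fluo-8 calcium dye; 23 nL library compound pin-transferred, kinetic FDSS fluorescence (Ex 480/Em 530) recorded about 180 s for agonist-induced calcium release, before a 10 nM TRH EC20 addition for potentiator mode.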
# D2 ag – D2 dopamine receptor (human) agonism; HEK293 T-REx D2 cells, calcium flux agonist mode; 0.53% of 340,000 active; activation, % at 2 µM;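 active = activation over 3 SD above normal in the single-dose calcium agonist read, cut at about 30% in these data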; note: 0% is about no effect
#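 Calcium-flux readout, 1 cycle/sec over 180 s following compound pin transfer, in inducible HEK293 Trex D2 cells (force-coupled); dopamine controls included. Positive calcium responses during this window marked compounds as potential agonists.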
# TrxR1 substrate – is turned over as a substrate by rat TrxR1; O89049; purified TrxR1 substrate turnover, NADPH consumption readout; Potency, µM (highest dose often 114 µM), without a hit: top-dose activity change, negative = substrate turnover; 0.01% of 390,000 active; AID 588456; note: potency is the fitted concentration of half-maximal effect; % is set by controls: 0 for no effect and ±100 for the full control effect; nearly all actives have a fitted effect of over 50% in size
#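 Rat TrxR1, dispensed at 90 nM, was prereduced with 400 uM NADPH (final) for 5 min at ~22 deg C, then incubated with compound 15 min before 400 uM selenite. A first-read NADPH fluorescence drop versus no-compound background flagged substrates.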
# mIDH1 inhibitor – inhibitors of human mutant IDH1 R132H; IDH1-R132H enzyme, NADPH consumption, diaphorase/resazurin fluorescence; Potency, µM (series often up to 76.6 µM), for inactives: top-dose activity change, negative = inhibition, actives largely listed as inhibitors; 0.093% of 390,000 active; AID 602179; note: potency is the fitted concentration of half-maximal effect; % is set by controls: 0 for no effect and ±100 for the full control effect; nearly all actives have a fitted effect of over 65% in size
#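 IDH1-R132H (0.5 ug/mL) preincubated 30 min with compound, then NADPH (0.016 mM) and alpha-KG (2 mM) added; 80 min at RT, pH 7.5. Remaining NADPH coupled via diaphorase/resazurin to fluorescence (540/590 nm); concentration-response curves normalized to no-enzyme control.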
# D2 antag – D2 dopamine receptor (human) antagonism. inhibition, % at 10 µM. P14416. 2% of 340,000 active. HEK293 TREx D2 cells, calcium flux, dopamine EC80. AID 485344; in the data active = inhibition above about 30%; note: 0% is about no effect
#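 Cells plated overnight at 30 C with tetracycline; no-wash calcium dye, 30–90 min RT; 10 s baseline; compound pinned; 180 s read; EC80 dopamine added; another 180 s read.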
# Active calls of the source: *; u = inconclusive; x = no result given; [ ] = dose if it differs, or a comment. Unless noted, calls come from the whole dose curve; as a rule, active = well fitted inhibition curve with a large enough effect; inconclusive = small, poorly fitted or top-dose-only effect; inactive = no such curve, though single readings can be large or run the other way.
SMILES,TrxR1 inh,USP1 inh,PI4K2A inh,TRHR PAM,TRHR agonist,D2 ag,TrxR1 substrate,mIDH1 inhibitor,D2 antag
Cc1c(C(=O)NCc2ccc3c(c2)OCO3)sc2nc(-c3ccccc3)cn12,11%[57.1 µM],-25%,-2,4,0.6,-1.0,12%[57.1 µM],16%,3
Cc1onc(-c2c(Cl)cccc2Cl)c1C(=O)NNC(=O)c1c(-c2c(Cl)cccc2Cl)noc1C,13%[57.1 µM],u,3,-10,0.2,-0.9,9%[57.1 µM],1%,-2
Cc1nc(SCCC(=O)O)c2cc(-c3ccccc3)sc2n1,5%,-17%,-5,-5,0.1,-0.1,5%,-4%,-15
COc1cc(C)c(Cl)cc1S(=O)(=O)N(C)C,1%[57.1 µM],-14%,9,0,0.1,-1.8,2%[57.1 µM],-3%,2
COc1ccc(S(=O)(=O)CC2(O)CCN(C(=O)C(C)(C)C)CC2)cc1,20%[57.1 µM],-11%,-2,0,0.4,2.1,2%[57.1 µM],-11%,-9
Cc1ccc2occ(CC(=O)N(Cc3ccccc3Cl)C3CCS(=O)(=O)C3)c2c1 (configuration not stated),10%,u,-2,-3,0.1,2.3,1%,-7%,x
O=C(c1cc(-c2cccc(O)c2)on1)N1CCCCC1,1%[57.1 µM],-9%,-2,-2,0.3,-0.2,8%,13%,-13
Cc1ccc(C)c(Sc2ccc(NC(=O)CCN3C(=O)NC4(CCCC4)C3=O)cc2)c1,-2%,-13%,-3,3,0.2,0.2,-8%,-5%,6
CSCCC(NC(=O)c1ccccc1)C(=O)OCC(=O)N(C)CCC#N (configuration not stated),2%[57.1 µM],1%,4,2,1.0,6.2,-5%,16%,11
O=C(Cc1c[nH]c2ccccc12)Nc1nc2ccccc2[nH]1,-5%[11.4 µM],-3%,-4,12,-0.6,-0.3,-9%,-4%,7
COc1ccc(Cl)cc1NC(=O)c1cc2c(s1)-c1ccccc1OC2,31%,-13%,-1,3,0.2,0.4,59%[activator],0%,x
COc1cc(Br)c(C2CC(=O)Nc3cc4c(cc32)OCCO4)cc1OC (configuration not stated),-1%,-18%,-2,5,-0.2,-0.4,-4%,-8%,x
Cc1ccc(C(=O)CC2(O)C(=O)N(Cc3ccccc3)c3ccccc32)o1 (configuration not stated),-23%,7%,-7,1,-0.4,0.3,-11%,-3%,15
COc1ccc(Cl)cc1NC(=O)CSc1nnc(C)c(=O)n1N,21%,-18%,1,13,-0.6,-0.3,6%,8%,9
COc1ccc(Cn2ccnc2SCC(=O)Nc2ccccc2F)cc1,10%,-15%,-1,-5,-0.9,-0.8,-3%,-2%,2
CCOC(=O)N1CCN(C(=O)c2ccc(N3CCCC3=O)cc2)CC1,17%[11.4 µM],-11%,13,0,0.7,x,9%[11.4 µM],5%,x
OC1CN=C2C=CC=CN2C1 (configuration not stated),12%,-5%,2,-12,4.8,4.0,108%[activator],3%,5
NC(=O)c1cc2c3ccccc3ccn2c1-c1ccccc1,-26%,-25%,-3,-9,4.2,1.1,-4%,-4%,-3
CC(/C=C1\SC(=S)N(CC(=O)O)C1=O)=C\c1ccccc1,-8%,-25%,-1,-5,0.4,0.6,-5%,0%,18
Clc1ccc(CONc2ncnc3nonc23)c(Cl)c1,10%,-23%,-6,0,0.7,-0.5,-7%,0%,14
CCC1=C2CC[C@H]3C(=O)N(c4ccccc4)C(=O)[C@H]3[C@H]2[C@@]2(C)C(=NCC3CC3)OC(=O)N2C1=O,-4%,-22%,3,-1,0.1,0.2,1%,5%,-2
Cc1ccc(N2C(=O)NC(NS(=O)(=O)c3ccccc3)(C(F)(F)F)C2=O)cc1 (configuration not stated),3%,-20%,5,-3,0.1,-0.4,0%,-6%,2
Cc1cc(NC(=O)CSc2nc3cc4c(cc3c(=O)n2CCc2ccccc2)OCO4)no1,21%,-16%,3,2,0.3,0.1,10%,3%,2
CC(C)(C)NC(=O)CN(CC1CCCO1)C(=O)CNS(=O)(=O)c1ccc(F)cc1 (configuration not stated),0%[57.1 µM],-12%,-1,-3,-1.8,-0.2,0%[57.1 µM],-4%,0
CCOC(=O)CN1C(=O)C(C)(C)Oc2ccc(C(=O)Nc3ccccc3)cc21,21%,-13%,-3,6,-0.2,0.9,4%,8%,0
O=C(COC(=O)c1cnccn1)c1ccc(-c2ccccc2)cc1,-9%,-22%,-9,12,-0.2,-0.6,-6%,11%,15
COc1ccc(CCNC(=O)c2ccc3c(Cl)c4c(nc3c2)CCCC4)cc1OC,21%,-26%,0,3,0.3,-0.4,12%,0%,x
Cc1oc(-c2ccccc2Cl)nc1CN1CCCCC1c1cccnc1 (configuration not stated),8%,-15%,-7,-3,1.2,0.5,0%,10%,6
CN(C)c1ccc(NC(=O)CSC2=Nc3ccccc3C3=NC(CC(=O)NCc4ccc5c(c4)OCO5)C(=O)N23)cc1 (configuration not stated),5%[57.1 µM],-7%,-8,3,0.0,0.5,-2%[57.1 µM],16%,x
CC(C)=Cc1oc2ccc([N+](=O)[O-])cc2c1N1CC(C)OC(C)C1 (configuration not stated),25%,-24%,-1,-2,-0.1,x,3%,-1%,x

# Laid out differently: entries from further up
canonical_smiles	TrxR1 inh	USP1 inh	PI4K2A inh	TRHR PAM	TRHR agonist	D2 ag	TrxR1 substrate	mIDH1 inhibitor	D2 antag
CC(C)=Cc1oc2ccc([N+](=O)[O-])cc2c1N1CC(C)OC(C)C1 (configuration not stated)	25%	-24%	-1	-2	-0.1	x	3%	-1%	x
CC(C)(C)NC(=O)CN(CC1CCCO1)C(=O)CNS(=O)(=O)c1ccc(F)cc1 (configuration not stated)	0%[57.1 µM]	-12%	-1	-3	-1.8	-0.2	0%[57.1 µM]	-4%	0
Cc1oc(-c2ccccc2Cl)nc1CN1CCCCC1c1cccnc1 (configuration not stated)	8%	-15%	-7	-3	1.2	0.5	0%	10%	6
CN(C)c1ccc(NC(=O)CSC2=Nc3ccccc3C3=NC(CC(=O)NCc4ccc5c(c4)OCO5)C(=O)N23)cc1 (configuration not stated)	5%[57.1 µM]	-7%	-8	3	0.0	0.5	-2%[57.1 µM]	16%	x
CCOC(=O)CN1C(=O)C(C)(C)Oc2ccc(C(=O)Nc3ccccc3)cc21	21%	-13%	-3	6	-0.2	0.9	4%	8%	0
Cc1ccc(N2C(=O)NC(NS(=O)(=O)c3ccccc3)(C(F)(F)F)C2=O)cc1 (configuration not stated)	3%	-20%	5	-3	0.1	-0.4	0%	-6%	2

# The list continues.
SMILES,TrxR1 inh,USP1 inh,PI4K2A inh,TRHR PAM,TRHR agonist,D2 ag,TrxR1 substrate,mIDH1 inhibitor,D2 antag
Nc1nc(Nc2ccccc2)nc(NCc2ccco2)c1[N+](=O)[O-],-4%,-2%,-1,6,-0.9,2.5,-7%,-25%,5
CCCCn1c(SCC(=O)N2c3ccccc3CCc3ccccc32)nc2c1c(=O)n(C)c(=O)n2C,7%,-4%,5,5,-0.6,0.5,-7%,12%,6
COc1ccc(Cl)cc1NC(=O)[C@H]1O[C@@H]2OC(C)(C)O[C@@H]2[C@H]2OC(C)(C)O[C@H]21,1%,u,-2,-2,0.4,0.2,-3%,2%,x
Cc1ccccc1OCC(=O)Nc1cccc(C(=O)OCc2cc(=O)n3c(C)csc3n2)c1,17%[57.1 µM],-10%,4,-3,0.9,1.2,2%[57.1 µM],1%,x
C/C=C/c1ccc(OCC(=O)OCC(=O)NC2CC2)c(OC)c1,-8%,-32%,0,2,-2.3,-1.6,-1%,0%,-21
COc1ccc(CN(Cc2ccc(C(=O)O)cc2)C(=S)Nc2ccccc2C)cc1OC,17%,-24%,3,10,0.2,0.4,4%,0%,5
C=CCn1c(-c2cc3c(s2)CCC(CC)C3)n[nH]c1=S (configuration not stated),-8%[57.1 µM],-11%,-2,-3,-0.6,-0.8,24%[57.1 µM],-11%,4
O=S(=O)(O)c1ccc(O)c2cc(Nc3ccccc3)ccc12,u,13µM*,u,x,x,x,22%,7%,x
CCOc1ccc(NC(=O)CSc2nnc(C34CC5CC(CC(C5)C3)C4)n2C)cc1,1%,-14%,6,3,-0.3,-2.4,-1%,-1%,-7
COCCCNC(=O)CC1C[C@H](C(=O)N(C(C)C)C(C)C)[C@@]2(C)c3[nH]c4ccc(OC)cc4c3CCN2C1=O (some centres not stated),-6%,-16%,-1,x,x,x,1%,8%,x

# Some of these compounds in order of number of heavy atoms, rising:
SMILES,TrxR1 inh,USP1 inh,PI4K2A inh,TRHR PAM,TRHR agonist,D2 ag,TrxR1 substrate,mIDH1 inhibitor,D2 antag
O=C(Cc1c[nH]c2ccccc12)Nc1nc2ccccc2[nH]1,-5%[11.4 µM],-3%,-4,12,-0.6,-0.3,-9%,-4%,7
C/C=C/c1ccc(OCC(=O)OCC(=O)NC2CC2)c(OC)c1,-8%,-32%,0,2,-2.3,-1.6,-1%,0%,-21
CCOC(=O)N1CCN(C(=O)c2ccc(N3CCCC3=O)cc2)CC1,17%[11.4 µM],-11%,13,0,0.7,x,9%[11.4 µM],5%,x
COc1ccc(Cl)cc1NC(=O)[C@H]1O[C@@H]2OC(C)(C)O[C@@H]2[C@H]2OC(C)(C)O[C@H]21,1%,u,-2,-2,0.4,0.2,-3%,2%,x
Cc1cc(NC(=O)CSc2nc3cc4c(cc3c(=O)n2CCc2ccccc2)OCO4)no1,21%,-16%,3,2,0.3,0.1,10%,3%,2

# Later entries.
SMILES,TrxR1 inh,USP1 inh,PI4K2A inh,TRHR PAM,TRHR agonist,D2 ag,TrxR1 substrate,mIDH1 inhibitor,D2 antag
N=c1n(Cc2ccccc2)c2ccccc2n1CC(O)c1ccco1 (configuration not stated),-5%,-19%,4,-2,0.5,0.6,-1%,2%,-4
COc1ccc(C)cc1NS(=O)(=O)c1c(C(=O)N2CCC(C)CC2)c(C)n(C)c1C,10%[57.1 µM],-16%,6,-1,-0.2,-0.4,2%[57.1 µM],12%,x
CC(=O)Nc1ccc(S(=O)(=O)NCC2CCC(C(=O)NC(C)c3ccccc3)CC2)cc1 (configuration not stated),12%,-15%,-2,-1,-0.3,0.4,5%,-12%,-14
CC(=O)c1cccc(NC(=O)c2sc3nc4n(c(=O)c3c2C)CCCCC4)c1,13%,-17%,-3,-1,-0.5,-0.1,0%,8%,5
CCOC(=O)N1CCN(C(=O)c2ccc3nc4ccsc4c(=O)n3c2)CC1,0%[57.1 µM],-7%,-1,-3,0.7,1.2,20%[57.1 µM],-4%,1
